# High-throughput results from PubChem.
# NCI-60 one-dose screen, 48 h, at 10 µM unless noted. Numbers give growth in % (100 = growth as untreated, 0 = no growth, -100 = all killed).
# SK-MEL-5 – SK-MEL-5 melanoma; hit rate 6.4% among 80,000; AID 1794755
# UACC-257 – UACC-257 melanoma; hit rate 4.4% among 78,000
# MALME-3M – MALME-3M melanoma; hit rate 5.8% among 78,000; AID 1794766
# HS 578T – HS 578T breast cancer | AID 1794788 | hit rate 4.1% among 78,000
# UACC-62 – UACC-62 melanoma | hit rate 5.4% among 81,000 | AID 1794756
# SK-MEL-2 – SK-MEL-2 melanoma | hit rate 4.7% among 77,000 | AID 1794763
# SK-MEL-28 – SK-MEL-28 melanoma | hit rate 4.1% among 81,000 | AID 1794761
# LOX IMVI – LOX IMVI melanoma | hit rate 7.4% among 79,000 | AID 1794757
# * = called active by the depositor; / = no result given; & = joins results of further samples; [ ] = remark or other dose. How the source made its calls: active means growth percent below 10; inactive means the rest.
SMILES,SK-MEL-5,UACC-257,MALME-3M,HS 578T,UACC-62,SK-MEL-2,SK-MEL-28,LOX IMVI
CCNC(=S)NC1C(=O)N(C)C(=O)N(C)C1=O,103,102,94,106,98,103,96,106
NC1CCc2ccccc21 (configuration not stated),109,103,119,117,111,110,109,104
CCOC(=O)c1c(Nc2ccccc2)nn2c(N)c(C#N)c(-c3ccc(Cl)cc3Cl)nc12,96,109,104,87,66,95,104,/
C=C(C)[C@@H]1CC[C@]2(CO)CC[C@]3(C)[C@H](CC[C@@H]4[C@@]5(C)CC[C@H](NCO)C(C)(C)[C@@H]5CC[C@]43C)[C@@H]12,-90*,-52*,-81*,-58*,84,-61*,-86*,-100*
CN1CCN(Cc2ccc(NC(=O)c3[nH]ncc3Nc3ncnc4[nH]ccc34)cc2)CC1,-25*,16,-23*,-3.2*,6.5*,-12*,2.8*,-67*
Brc1cccc(/C=N/Nc2ncnc3sc4c(c23)CCNC4)c1,92,117,110,89,97,111,100,76
Fc1ccc(Cn2cc(CSc3nc4ccccc4s3)nn2)cc1,96,97,95,100,96,89,99,100
CC(=O)Nc1cccc(C(=O)C2=Cc3cc4ccccc4n3Cc3cnnn32)c1,90,99,101,83,66,101,92,99
C#CCOc1ccccc1C(OC(=O)c1ccc2ccccc2c1)C(=O)NC(C)(C)C(C)(C)C (configuration not stated),99,100,102,101,86,109,103,98
CC(C)(C)C(=O)C(=O)C(C)(C)C,86,95,98,102,102,102,113,98
Nc1nc2c(c3cnccc13)C(c1ccc(Cl)c(Cl)c1)Cc1cnccc1-2 (configuration not stated),-92*,-13*,-67*,9.3*,-37*,-36*,-41*,-43*
Cc1nc2c(cnn2-c2ccccc2)c(=O)n1-c1ccc(N2C(=O)C=CC2=O)cc1,102,98,97,99,93,106,101,95
O=C(Nc1ccc2ncnc(Nc3cccc(C(F)(F)F)c3)c2c1)c1cccs1,61,103,106,103,67,91,89,66
O=S(=O)(O)c1ccc(N/N=C/c2ccccc2Cl)cc1,103,116,109,111,111,102,111,128
O=C(CN1CCN(c2ccc(Cl)cc2)CC1)N1CCN(c2nnc(-c3ccccc3)c(-c3ccccc3)n2)CC1,-9.4*,/,76,63,53,/,83,38
CCOC(=O)C(OC(=O)c1ccccc1)C(=O)OCC,99,82,96,94,91,97,105,79
Cc1ccc2[nH]c(O)c(N=NC(=O)c3ccc(S(N)(=O)=O)cc3)c2c1,103,102,104,106,106,114,113,106
O=C(O)/C=C/c1ccco1,106&107,99,105&91,137&120,105&106,109,108&89,103&98
O=C(NC[C@@H]1CN(c2ccc(N3CCC(C(=O)O)CC3)cc2)C(=O)O1)c1ccc(-c2noc(=O)[nH]2)cc1,105,102,100,110,99,108,103,99
O=C(c1ccc(Nc2nccc(NCCCNc3ccnc4cc(Cl)ccc34)n2)cc1)N1CCCCC1,44,37,17,85,21,64,72,-14*
O=C1NN/C(c2cc3ccccc3o2)=C\C(=O)C(=O)N1,82,/,94,98,94,97,105,90
O=c1c2cnn(-c3ccccc3)c2n2c(Nc3ccccc3)nnc2n1-c1ccccc1,93,/,66,68,103,111,91,89
O=C1CC(=O)c2cccc3cccc1c23,100,99,113,103,93,99,105,106
COC(=O)COCC(O)COc1cc(C(C)C)c(C2(c3cc(C)c(OCC(O)COCC(=O)OC)cc3C(C)C)OC(=O)c3ccccc32)cc1C (configuration not stated),51,66,76,49,33,58,71,58

# As entered above:
# `O=C(CN1CCN(c2ccc(Cl)cc2)CC1)N1CCN(c2nnc(-c3ccccc3)c(-c3ccccc3)n2)CC1` in LOX IMVI: 38
# `O=S(=O)(O)c1ccc(N/N=C/c2ccccc2Cl)cc1` in UACC-62: 111

# Carrying on.
SMILES,SK-MEL-5,UACC-257,MALME-3M,HS 578T,UACC-62,SK-MEL-2,SK-MEL-28,LOX IMVI
CC(=O)Nc1cc(C(c2ccccc2)c2ccccc2)cc(C(c2ccccc2)c2ccccc2)c1C,46,65,75,/,50,27,57,53
O=C1c2cc3c(cc2-c2c1c1ccc(Cl)cc1c(=O)n2CCCNCCO)OCO3,/,-59*,-85*,-50*,-71*,/,-74*,-89*
O=C1/C(=C/c2ccc(Cl)cc2)C=C(c2ccc(F)cc2)N1Cc1ccccc1,51,55,99,85,68,93,99,55
CC1=C(C(=O)n2c3ccccc3c3ccccc32)C(c2cccc([N+](=O)[O-])c2)C(C(=O)n2c3ccccc3c3ccccc32)=C(C)N1,94,106,89,96,88,102,103,87
CN(CCCCl)Cc1ccccc1,101,97,93,109,101,111,113,101
Cc1ccc(C)c(CN(C)C)c1O,107,105,95,105,117,143,102,99
O=C1c2ccccc2C(=O)c2cc(Cn3c[n+](Cc4ccc5ccccc5c4)c4ccccc43)ccc21,34,43,48,62,4.9*,51,45,52
COc1ccc(-c2nn(-c3cccc(Cl)c3)cc2-c2cc(-c3ccccc3)no2)cc1,90,85,89,82,87,57,89,81
COc1c2c(c(OC)c3c1OCO3)S(=O)(=O)OC(C)C2 (configuration not stated),97,90,99,89,112,/,126,96
N/C(=N\c1nc2ccccc2s1)NC(=O)Nc1ccccc1Br,-55*,55,-13*,-5.3*,-7.5*,-0.5*,28,-76*
Cc1[nH]c2ccccc2c1CCNC(=O)C1CCN(C(=O)c2ccc3ccccc3c2)CC1,91,76,92,96,85,98,113,98
CC(Cc1ccccc1)N(N)C(C)Cc1ccccc1 (configuration not stated),105,116,127,156,106,111,120,99
Cc1[nH]c(=S)nc(N)c1N,98,94,96,105,98,102,114,99
COC(=O)Oc1ccccc1C(=O)O,111,108,109,96,113,105,115,104
N[C@@H](Cc1cn(-c2c3ccccc3nc3ccccc23)nn1)C(=O)O,101,106,103,100,94,130,100,106
Cc1cc(C)nc(NS(=O)(=O)c2ccc(Nc3nc4nc(SCc5ccccc5)nc(-c5ccc(O)cc5O)c4c(=O)[nH]3)cc2)n1,104,114,110,105,96,84,102,106
COc1ccc2c(c1)oc1c(C)c3c(c(C)c12)C(=O)N(Nc1ccccc1)C3=O,100,109,100,105,99,99,95,100
CCOC(=O)c1sc(Nc2cccc(Nc3nc(C)c(C(=O)OCC)s3)c2)nc1C,94,122,118,92,78,/,90,74
NS(=O)(=O)c1cccc(Nc2nc(SCC(=O)c3ccc(Cl)cc3)nc3c2CCC3)c1,95,104,96,81,97,98,104,86
O=c1[nH]c(=O)n2ncnc2[nH]1,101,93,108,97,111,98,119,99
Fc1cc(-c2nnc(Nc3ccc(Cl)cc3)o2)cc(F)c1F,98,107,105,120,95,114,114,/
COc1ccc(-c2nc(SCC(C)C)nc(N/N=C\c3cccc([N+](=O)[O-])c3)c2C#N)cc1,68,89,48,43,76,86,78,/
CC(C)OP(=O)(OC(C)C)c1ncc(-c2ccc(C(F)(F)F)cc2)c(NC2CCCCCC2)n1,-87*[33.3 µM],-41*[33.3 µM],-85*[33.3 µM],-30*[33.3 µM],-65*[33.3 µM],-85*[33.3 µM],-74*[33.3 µM],-63*[33.3 µM]
CCCCC[n+]1ccc(SCC(=O)N(C)c2cccc(Br)c2)c2ccccc21,101,107,102,104,99,107,110,98
O=C(Nc1ccc(F)cc1F)c1cc(Cl)ccc1O,-67*,-11*,-22*,9.3*,7.4*,-26*,25,14
CC1(C)CC(=O)c2c(nn(-c3ccc(Br)cc3)c2-c2cn(-c3ccccc3)nc2-c2cccs2)C1,96,110,105,113,84,98,109,90
COc1ccc(NC(=O)CSc2nnc(-c3ccc4nc(-c5ccccc5)[nH]c4c3)o2)cc1,86,106,99,105,95,105,100,101
Oc1c(Cl)cc(Cl)c(Cc2c(Cl)cc(Cl)c(O)c2Cl)c1Cl,97,89,114,101,97,92,100,102
NS(=O)(=O)c1ccc(CCN2C(=O)c3cc(Cl)c(Cl)cc3C2=O)cc1,105,100,110,108,103,96,110,98
O=S1(=O)CC(Cl)C1,97,89,120,80,95,101,108,98
COc1ccc2c(c1)CN1C(=S)N([C@H](C)c3ccccc3)C(=O)C1=N2,94,89,69,52,79,94,89,66
O=c1cc(NNC(=S)NCc2ccccc2)c2cc(Cl)ccc2[nH]1,99,104,103,98,95,106,108,96
O=S(=O)(NCCNc1cc(-c2c(-c3cccc(O)c3)nc3sccn23)ccn1)c1cccc(F)c1,41,100,87,52,52,75,96,70
CC(C)c1ccc(C(C)C(=O)N(CCc2ccccc2)CC2=C(C(C)c3ccccn3)c3ccccc3C2)cc1 (configuration not stated),105,107,110,114,102,/,100,98
O=C(C[C@]1(O)C(=O)Nc2ccc(Br)cc21)c1ccccn1,94,104,83,103,86,95,105,89
COC(=O)c1cnc(Sc2cc(C(F)(F)F)cc(C(F)(F)F)c2)nc1C(F)(F)F,88,98,109,80,89,101,117,67
C=CCC(OC(C)=O)c1ccc(OC)c(OC)c1 (configuration not stated),119,103,124,/,107,/,132,107
CC(C)C1=CC(=O)CCC1,107,94,111,99,94,101,103,100
CC12CCC=CC1=C(C=O)C1C2CCC2(C)C(O)CCC12 (configuration not stated),93,90,/,95,86,100,98,88
COC(=O)CNC(=O)c1cccc2c(=O)c3ccccc3n(CCCCCCBr)c12,100,105,106,98,92,106,112,102
CCCCCCCC[C@@H](O)CC(=O)N[C@@H](CC(N)=O)C(=O)N[C@@H](CCC(N)=O)C(=O)N[C@H](CC(=O)c1cc(C)cc(O)c1C(=O)c1c(O)cccc1O)CC(C)C,90,77,84,85,71,86,79,83
C=C1C(=O)O[C@H]2[C@H]1CC/C(COC(=O)NCCCCCCCCNC(=O)OC/C1=C/CC[C@@]3(C)O[C@H]3[C@H]3OC(=O)C(=C)[C@@H]3CC1)=C\CC[C@@]1(C)O[C@@H]21,-85*,-55*,-64*,17,-71*,-58*,-75*,-78*
NNC(=O)NC1CCCCC1,109,84,115,112,96,112,104,104
COc1cc(CNS(=O)(=O)c2ccc(C)cc2)ccc1OCc1cn(-c2ccccc2)nn1,80,82,100,86,75,102,101,94
COc1ccc(C(=O)c2ccc(OC)c(OC)c2OC)cc1,19,61&49,23&51,-14*,51&41,57&18,50&45,40&34
CC(C)(C)CC(=O)N(Cc1ccncc1)Cc1cccc(OCCc2ccc(F)cc2)c1,80,93,99,80,69,96,107,90
NC(=S)C(=S)N=Cc1c(N)[nH]n(-c2ccccc2)c1=O,88,92,/,97,82,114,94,95
CC(=O)c1ccc(N2C(=O)c3cc(Cl)c(Cl)cc3C2=O)cc1,102,103,96,/,96,121,106,102
COc1ccc2c(CCNC(=O)c3nnn(-c4ccc(F)cc4)c3C)c[nH]c2c1,101,79,98,82,96,82,110,95

# Entries from the list above that have an aryl methoxy group, in the order listed:
SMILES,SK-MEL-5,UACC-257,MALME-3M,HS 578T,UACC-62,SK-MEL-2,SK-MEL-28,LOX IMVI
COc1ccc(-c2nn(-c3cccc(Cl)c3)cc2-c2cc(-c3ccccc3)no2)cc1,90,85,89,82,87,57,89,81
COc1c2c(c(OC)c3c1OCO3)S(=O)(=O)OC(C)C2 (configuration not stated),97,90,99,89,112,/,126,96
COc1ccc2c(c1)oc1c(C)c3c(c(C)c12)C(=O)N(Nc1ccccc1)C3=O,100,109,100,105,99,99,95,100
COc1ccc(-c2nc(SCC(C)C)nc(N/N=C\c3cccc([N+](=O)[O-])c3)c2C#N)cc1,68,89,48,43,76,86,78,/
COc1ccc(NC(=O)CSc2nnc(-c3ccc4nc(-c5ccccc5)[nH]c4c3)o2)cc1,86,106,99,105,95,105,100,101
COc1ccc2c(c1)CN1C(=S)N([C@H](C)c3ccccc3)C(=O)C1=N2,94,89,69,52,79,94,89,66
C=CCC(OC(C)=O)c1ccc(OC)c(OC)c1 (configuration not stated),119,103,124,/,107,/,132,107
COc1cc(CNS(=O)(=O)c2ccc(C)cc2)ccc1OCc1cn(-c2ccccc2)nn1,80,82,100,86,75,102,101,94
COc1ccc(C(=O)c2ccc(OC)c(OC)c2OC)cc1,19,61&49,23&51,-14*,51&41,57&18,50&45,40&34
COc1ccc2c(CCNC(=O)c3nnn(-c4ccc(F)cc4)c3C)c[nH]c2c1,101,79,98,82,96,82,110,95
